core dimer inh – inhibitors of HCV core protein dimerization, primary screen, biochemical, TR-FRET, high-throughput | TR-FRET GST/Flag-core106 dimerization, 1536-well | inhibition, % at 5 µM | 300,000 tested, 0.33% active | AID 1899, 2009;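 active = inhibition above the mean of all tested compounds plus 3 SD, set per screening campaign, cut at about 45% in these data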
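Assay system: Tagged HCV core106 pair (GST and Flag) | Buffer or medium: KF-containing HEPES buffer, pH 7.45, DTT, CHAPS, BSA | Also added: Eu donor and XL665 acceptor anti-tag antibodies | Dosing: One concentration, 5 µM, in 0.5% DMSO | Timing: 4 h at 22.5 °C | Technique: TR-FRET 671 and 617 nm emission | Repeats: Singlicate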
PP5 primary – PP5 phosphatase inhibitors, primary screen, biochemical, fluorescence | inhibition, % at 6.7 µM | AID 1987, 2009 | purified PP5c, OMFP substrate fluorescence | 320,000 tested, 0.18% active;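 active = inhibition above the campaign's mean inhibition across all tested compounds plus 3 SD, cut at about 9.5% in these data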;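 note: 0% = DMSO only and 100% = 100 µM cantharidin control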
proCasp7 act – procaspase-7 activators, primary screen, counter-screen for procaspase-3 activator project, biochemical, absorbance, HTS, human | recombinant procaspase-7, Ac-DEVD-pNA absorbance 405 nm; D23A/D198A/D206A triple mutant, cannot self-cleave; scale: DMSO 0, 5 µM enzyme 100 | activation, % at 8.5 µM | 330,000 tested, 0.093% active | AID 463210, 2010;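 active = percent activation above the screen-wide mean plus 3 SD, cut at about 25% in these data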
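System: Uncleavable procaspase-7 mutant enzyme; Amount: 2 µM procaspase-7 mutant as dispensed; Schedule: 1 h compound preincubation, 2 h substrate cleavage, 25 °C; Measured by: 405 nm absorbance of p-nitroaniline; Evaluation: percent activation from buffer-corrected 0–120 min absorbance change; Control set: low DMSO alone, high DMSO plus 5 µM PC-7.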
Fh CTSL1 inh – Fasciola hepatica cathepsin L1 inhibitors, primary screen, counter-screen for PFM18AAP inhibitor project, biochemical, QFRET, fluorogenic peptide substrate. AID 1906, 2009. recombinant F. hepatica cathepsin L1, Z-Leu-Arg-MCA fluorescence. 300,000 tested, 0.49% active. inhibition, % at 5.96 µM;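 active = inhibition above the mean of all tested compounds plus 3 SD, set per screening campaign, cut at about 17% in these data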;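 note: 0% = plate median of test compound wells and 100% = 1 µM Z-Phe-Ala-diazomethylketone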
GRK2 inh – compounds blocking aptamer binding on GRK2 – biochemical, human GRK2, bead flow cytometry, HTS, primary screen | FAM-aptamer displacement from GRK2 | inhibition of aptamer binding, % at 10 µM | 330,000 tested, 0.59% active | AID 488847, 2010;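 active = inhibition of aptamer binding above 40%, roughly 3 SD of noise, on plates passing a quality check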;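 note: median bead fluorescence of bound FAM aptamer so fluorescent compounds give negative values; no value below 0 was filed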
GASC-1 inh – inhibitors of GASC-1 histone demethylase, primary screen, biochemical, fluorescence, DELFIA europium; AID 2099, 2009; GST-JMJD2C(1-420) H3K9me3 demethylation; Lysine-specific demethylase 4C (Homo sapiens), Q9H3R0; 330,000 tested, 0.069% active; inhibition, % at 2.35 µM;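 active = more than half of a compound's replicate wells show inhibition beyond 50%, single wells judged on their own value; inconclusive = some, but no more than half, of replicates pass 50% inhibition; inactive = no replicate passes 50% inhibition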;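 note: signal counts dimethyl H3K9 product captured on neutravidin plate; 0% = median of DMSO wells and 100% = 0.3 times that DMSO median; strong numbers were not always called active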
PP1 counter – PP1-alpha phosphatase inhibitors, primary screen, counter-screen for PP5 inhibitor project, biochemical, fluorescence, OMFP substrate, single point. inhibition, % at 6.7 µM. 320,000 tested, 0.9% active. purified PP1alpha;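 active = inhibition above the mean inhibition of all tested compounds plus 3 SD, computed separately for each screening campaign, cut at about 15% in these data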
procasp3 activ – activators of human procaspase-3 D3A mutant, primary screen, biochemical, absorbance, PC-3 D3A mutant, single concentration; activation, % at 8.5 µM; AID 463141, 2010; 330,000 tested, 0.11% active; Caspase-3 (Homo sapiens), P42574; recombinant procaspase-3 D3A, Ac-DEVD-pNA absorbance 405 nm;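 active = activation above the mean of all tested compounds plus 3 SD, cut at about 21% in these data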;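 note: 0% = DMSO alone and 100% = DMSO wells spiked with extra 5 µM PC-3 D3A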
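Assay system: Autoprocessing-dead procaspase-3 D3A mutant enzyme; also added: Ac-DEVD-pNA; doses: one concentration, 8.5 µM nominal, 0.8% DMSO; times: 1 h compound preincubation, 2 h substrate hydrolysis at 25 °C; technique: 405 nm absorbance of p-nitroaniline, reads at 0 and 120 min; measure: % activation between DMSO and enzyme-spiked controls; repeats: single replicate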
VLA-4 inh – inhibition in human VLA-4 binding assay, primary screen, VLA-4 allosteric modulator project, MLPCN library, flow cytometry, VLA-4 expressing cells. AID 2557, 2010. ligand binding flow cytometry. 330,000 tested, 0.2% active. inhibition, % (about 7 µM as worked out from the volumes in the protocol); in the data active = inhibition above about 50%
Target sequence (P13612 whole entry, looked up): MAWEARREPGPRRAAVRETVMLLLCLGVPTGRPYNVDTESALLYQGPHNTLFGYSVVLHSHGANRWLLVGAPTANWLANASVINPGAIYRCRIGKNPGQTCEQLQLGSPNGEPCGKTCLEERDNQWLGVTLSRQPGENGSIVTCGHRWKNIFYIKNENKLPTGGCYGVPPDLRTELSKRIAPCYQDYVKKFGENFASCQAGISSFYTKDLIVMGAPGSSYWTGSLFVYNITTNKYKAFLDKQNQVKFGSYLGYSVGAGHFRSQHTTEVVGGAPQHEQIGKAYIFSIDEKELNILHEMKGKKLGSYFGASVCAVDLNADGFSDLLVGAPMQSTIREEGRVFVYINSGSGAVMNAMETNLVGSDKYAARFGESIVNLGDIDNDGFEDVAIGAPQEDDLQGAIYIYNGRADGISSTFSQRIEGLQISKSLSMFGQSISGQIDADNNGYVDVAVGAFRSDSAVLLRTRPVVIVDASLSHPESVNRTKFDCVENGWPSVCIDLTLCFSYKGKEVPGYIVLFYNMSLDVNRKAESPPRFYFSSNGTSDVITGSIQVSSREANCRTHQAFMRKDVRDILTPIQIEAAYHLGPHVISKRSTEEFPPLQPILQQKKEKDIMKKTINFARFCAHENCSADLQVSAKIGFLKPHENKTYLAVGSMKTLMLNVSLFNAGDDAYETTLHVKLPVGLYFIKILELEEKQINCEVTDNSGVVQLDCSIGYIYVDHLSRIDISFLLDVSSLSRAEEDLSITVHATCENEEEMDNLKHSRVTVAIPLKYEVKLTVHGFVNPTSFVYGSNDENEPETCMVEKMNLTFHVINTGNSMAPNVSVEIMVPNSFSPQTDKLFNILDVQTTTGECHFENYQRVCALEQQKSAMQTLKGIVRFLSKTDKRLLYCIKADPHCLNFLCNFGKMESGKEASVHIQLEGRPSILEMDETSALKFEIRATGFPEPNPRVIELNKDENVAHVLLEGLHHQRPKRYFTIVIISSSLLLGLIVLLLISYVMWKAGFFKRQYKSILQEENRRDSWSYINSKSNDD
An asterisk follows results filed as active; i = inactive; ? = inconclusive; / = not tested or not shown. No enrichment for hits; any-hit rate near 2.6%.

Structure	PP1 counter	Fh CTSL1 inh	procasp3 activ	proCasp7 act	VLA-4 inh	GRK2 inh	PP5 primary	core dimer inh	GASC-1 inh
CCOC(=O)C1CCCN(CC(=O)Nc2c(C(=O)OC)[nH]c3ccc(C)cc23)C1 (stereo not drawn)	3	0	10	6	10	3	1.7	1	2
CC1CCN(C(=O)Cn2cc(C(=O)C3CC3)c3ccccc32)CC1	-1	1	-2	0	7	0	-1.2	1	-6
COc1ccc(C)cc1NS(=O)(=O)c1cn(C)c(=O)n(C)c1=O	-2	1	-1	-7	-4	0	-2.0	4	0
Cc1ccc(C(=O)NCC(=O)OCC(=O)c2cc(C)n(Cc3ccco3)c2C)cc1	0	-15	1	-5	-15	0	2.4	5	-6
Cc1ccc(S(=O)(=O)c2nc(C)oc2N2CCOCC2)cc1	-5	-4	5	-5	1	3	3.0	-4	-3
COc1ccc(N2C(=O)c3ccccc3NC2c2cccnc2)cc1 (stereo not drawn)	2	0	-7	9	-8	0	0.5	-1	-5
O=C(c1cc(-c2ccco2)nc2ccccc12)N1CCN(c2ccc(F)cc2)CC1	1	1	-11	-21	11	0	4.2	5	5
COc1ccccc1N/N=C/c1ccc2c(c1)OCO2	-5	-2	2	1	26	1	-0.9	18	-6
CN(C)CCn1c2c(c(SCC(=O)NCc3ccccc3)nc1=O)CCC2	-4	3	-10	0	19	1	0.8	0	-3
O=C1CCN(Cc2ccc([N+](=O)[O-])cc2)CCN1[C@H](CO)c1ccccc1	-8	-2	1	6	5	0	-2.5	-7	8
COc1ccc(CC(=O)Nc2ccc(OC(C)=O)cc2C(=O)O)cc1	-1	-3	-2	-12	11	2	0.6	-1	15
O=C(NCc1nnc(SCC(=O)N2CCOCC2)o1)c1ccccc1F	-2	-1	-4	0	11	0	3.1	-8	-1
Cc1ccc(NC(=O)CCSc2nnc(Cc3ccccc3)o2)cc1	2	5	1	11	-8	0	4.9	6	-3
Cc1cc(SCC(=O)c2cccs2)n2nc(C)c(-c3ccccc3)c2n1	2	-1	-1	-1	3	0	3.8	-6	23
CCC(C)NC(=O)Cn1cnc2sc(C)c(S(=O)(=O)N3CCN(c4ncccn4)CC3)c2c1=O (stereo not drawn)	-2	2	6	1	11	0	2.6	-2	17
COc1ccccc1-c1cc(C(=O)N/N=C/c2cccs2)c2ccccc2n1	-1	-1	0	-1	-1	14	0.7	1	2
CCCCCC(O)(CCCCC)C(=O)NNc1ccccc1	-1	2	-8	0	8	3	1.6	-4	-5
COC(=O)c1ccc(NC2(C#N)C(=O)Nc3ccccc32)cc1 (stereo not drawn)	3	2	-3	9	14	2	2.2	2	?
O=C(Cc1cccc([N+](=O)[O-])c1)Nc1cccc(C(=O)N2CCCCC2)c1	/	/	3	9	-3	0	/	/	18
NC(=O)c1ccc(NC(=O)COC(=O)c2ccc3ccccc3n2)cc1	/	/	9	9	0	0	/	/	0
Cc1ccc(NC(=O)C2CCN(S(=O)(=O)c3c(C)[nH]c(=O)[nH]c3=O)CC2)cc1	4	-2	6	-3	20	0	-1.3	11	-3
COc1ccc2cc(C(=O)C3CCCN(C(=O)c4ccnn4C)C3)ccc2c1 (stereo not drawn)	-1	1	3	2	-17	3	0.9	6	2
COC(=O)[C@]1(Cc2ccccc2)N[C@H](CN(C)C(=O)Nc2ccc(Cl)cc2)[C@@H]2C(=O)N(C)C(=O)[C@@H]21	/	/	2	24	-5	0	/	/	/
Cc1cc2c(c(=O)n1CCc1ccccc1)C(c1ccco1)C(C#N)=C(N)O2 (stereo not drawn)	6	-2	7	0	-4	1	3.9	5	-2
O=C(Nc1nnc(-c2ccccc2)o1)c1nc2ccccc2s1	25*	7	8	3	-6	3	-1.2	13	3
COc1ccc(-c2nnc(SCC(=O)NCCC(C)C)nc2-c2ccc(OC)c(OC)c2)cc1OC	1	4	8	-5	14	0	-0.7	6	-1
Cc1ccc(C(=O)NNC(=O)CCn2nnc3ccccc32)cc1	-1	-1	0	1	0	1	-1.8	-3	-1
CCOC(=O)CNC(=O)CNC(=O)c1ccc(OCC(C)C)cc1	2	4	1	5	-4	1	2.2	0	27
CCCCNC(=O)c1ccccc1NC(=O)CCC	-9	1	3	-15	-5	0	3.4	-15	10
CS(=O)CCC(NS(=O)(=O)c1ccccc1)C(=O)O (stereo not drawn)	-4	-2	4	-2	12	0	3.5	-3	-22
O=C(COc1ccccc1[N+](=O)[O-])Nc1cccnc1	0	4	-7	-2	-2	3	-1.0	2	6
COc1ccccc1N1CCN(C(=O)CN(C)S(=O)(=O)c2ccc3c(c2)c(=O)n(C)c(=O)n3C)CC1	-7	-2	9	9	-2	2	1.0	4	15
CCCCN(CCCC)Cc1ccc(C(=O)NNC(=O)Nc2ccccc2)o1	-4	-22	10	5	23	0	-2.3	2	8
Cc1ccc(-c2c(C#N)c(N)n(-c3ccc(C)cc3)c(=O)c2C#N)cc1	-1	3	5	-17	19	42*	1.7	-4	6
O=C(N/N=C/c1coc2ccccc2c1=O)c1ccccc1	-3	0	6	6	-1	3	-0.9	3	-12
COc1cc(/C=C/C(=O)OCC(=O)NCc2ccco2)ccc1OC(F)F	-3	-1	-1	-4	2	0	2.3	-1	3

Whole records, quoted from the list:
Results for CS(=O)CCC(NS(=O)(=O)c1ccccc1)C(=O)O (stereo not drawn) : PP1 counter: -4; Fh CTSL1 inh: -2; procasp3 activ: 4; proCasp7 act: -2; VLA-4 inh: 12; GRK2 inh: 0; PP5 primary: 3.5; core dimer inh: -3; GASC-1 inh: -22
Results for Cc1ccc(C(=O)NNC(=O)CCn2nnc3ccccc32)cc1 : PP1 counter: -1; Fh CTSL1 inh: -1; procasp3 activ: 0; proCasp7 act: 1; VLA-4 inh: 0; GRK2 inh: 1; PP5 primary: -1.8; core dimer inh: -3; GASC-1 inh: -1

Going on with the list:
Structure	PP1 counter	Fh CTSL1 inh	procasp3 activ	proCasp7 act	VLA-4 inh	GRK2 inh	PP5 primary	core dimer inh	GASC-1 inh
CCCC(=O)N1CCN(c2nc3ccc(Br)cc3s2)CC1	2	0	3	3	1	0	2.9	0	4
O=C(CSc1nnc(CNC(=O)c2c(F)cccc2Cl)o1)NC1CCCCC1	-3	0	6	-4	-1	1	3.2	-1	0
CCOc1ccc(-n2c(C)c(C(C)=O)c(C(C)=O)c2C)cc1	-1	4	4	-10	-3	0	-1.4	-8	3
c1ccc(-n2c(-c3ccncc3)nnc2-c2cccs2)cc1	3	-1	16	12	18	4	0.9	4	-12
COC(=O)C(Cc1ccc(O)cc1)NC(=O)C(CC(=O)OC(C)(C)C)NC(=O)OC(C)(C)C (stereo not drawn)	-1	-6	4	4	-4	2	-1.7	-5	-1
COc1ccc(N2CCN(S(=O)(=O)CCNC(=O)C3CCCCC3)CC2)cc1	-1	3	6	-1	7	1	1.4	4	28
CN(NS(=O)(=O)c1ccc(Cl)cc1)c1cnn(C)c(=O)c1Cl	1	1	-2	2	-5	1	-0.5	3	-7
COc1ccc(CN(C)C(=O)C(Cc2ccccc2)NC(=O)c2ccccc2)c(OC)c1 (stereo not drawn)	0	2	-2	0	12	0	-0.1	2	-12
Cn1c(CN2CCCC2)nc2cc(NS(=O)(=O)c3ccccc3)ccc21	4	-3	-1	2	14	0	-2.5	0	-5
COc1ccc(CCNC(=O)CN2C(=O)COc3ccc(S(=O)(=O)N4CCOCC4)cc32)c(OC)c1	-4	-1	1	1	-4	1	3.9	13	4
Cc1ccc(S(=O)(=O)N2[C@@H](c3ccccc3F)C(C(=O)O)=CC[C@H]2c2ccc(Cl)c(Cl)c2)cc1	11	3	1	3	-2	3	0.7	34	16
CCc1ccc(NC(=O)C(C)OC(=O)CC(NC(C)=O)c2ccccc2)cc1 (stereo not drawn)	0	-4	4	-1	7	0	-0.9	2	-6
CC(C)CN(C(=O)CCC(=O)OCC(=O)N(C)c1ccccc1)c1c(N)n(CC(C)C)c(=O)[nH]c1=O	-5	8	-5	-3	-17	0	-0.5	-4	-5
COC(=O)c1sccc1Oc1ccc(Cl)cc1N1C(=O)CCC1=O	-3	-2	7	9	-4	2	0.9	-7	-30
C=CCn1c(C)nnc1SCC(=O)Nc1ccc2c(c1)OCCO2	/	/	6	15	10	0	/	/	4
O=C1NCC(COc2cccc3ccccc23)O1 (stereo not drawn)	-1	2	-1	8	5	1	1.1	-1	-23
COc1ccccc1N(CC(=O)NC1CCCCC1)C(=O)CCC(=O)Nc1ccccn1	-1	-1	8	14	12	0	1.7	-6	5
COc1ccc(OCCSc2ncnc3nc[nH]c23)cc1	0	3	8	6	-1	0	-0.8	1	4
CCOc1ccc(NC(=S)NC(C)C(c2ccccc2)N2CCN(C)CC2)cc1 (stereo not drawn)	-2	-5	-2	2	0	0	1.3	-1	1
Cc1c(NC(=O)c2cc(-c3ccc(F)cc3)nc3ccccc23)c(=O)n(-c2ccccc2)n1C	/	/	11	14	-1	1	/	/	1
CSc1cccc(NC(=O)Nc2ccccc2)c1	2	2	-5	-2	i	0	3.0	3	-6
CCS(=O)(=O)N1CCC(C(=O)Oc2ccc(C)c(C)c2)CC1	0	1	3	5	17	1	3.0	8	-13
C/C(=N\Nc1ccc([N+](=O)[O-])cc1)c1ccc(O)cc1	5	3	-18	-25	23	0	4.9	-11	-5
NC(=O)N/N=C/c1ccccc1OC(=O)c1ccccc1Br	-3	1	-1	6	10	2	2.9	-5	-1
CC1=C(C(=O)OCc2ccccc2)C(c2ccco2)C2=C(CC(C)(C)CC2=O)N1 (stereo not drawn)	5	0	0	-2	8	3	2.8	3	1
Cc1ccc(Nc2nnc(SCC(=O)NC(Cc3c[nH]c4ccccc34)C(=O)O)s2)cc1 (stereo not drawn)	1	1	-2	-5	-3	0	-1.4	6	12
CCN1CCN(C(=S)c2ccc(OC)cc2)CC1	-2	1	-14	-19	-1	2	1.9	3	-5

Assay outcomes deposited in PubChem BioAssay by several laboratories.
